High-throughput results as filed in PubChem BioAssay.
CaV13 FRET inh – Disruptors of the CACNA1D IQ motif to Ca2+-dependent inactivation inhibitor domain association, primary screening, Förster resonance energy transfer in intact living …; HEK cells, CFP/YFP FRET ICDI-IQ, plate reader, 10 min; percent FRET-ratio fall versus neutral wells; inhibition, % at 12.3 µM; 340,000 compounds, 0.098% hits;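 active = mean replicate inhibition of at least 30% and at least 1% of replicates passing that level; inconclusive = only one of the two criteria is met; inactive = neither criterion is met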;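 also: 0% = median of the neutral control wells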
MC4R antag cAMP – human MC4R antagonism in cAMP assay; AID 540295; inhibition, % at 6.5 µM; P32245; MC4R-expressing cells, MTII-stimulated cAMP, LANCE TR-FRET; 360,000 compounds, 0.48% hits;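 active = inhibition above its plate's cutoff, the mean of tested wells on that plate plus 3 SD, cut at about 29% in these data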;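 also: 0% = Melanotan II alone and 100% = Melanotan II plus saturating MCL0020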
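Assay system: human MC4R-expressing U2OS cells; reagent: Melanotan II stimulation of cells; dosing: 6.5 µM single dose; timing: compound 30 min, challenge 1 h, detection 1 h; signal: TR-FRET cAMP assay; replicates: one well per compound, no replicates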
PDI inh – blocks human protein disulfide isomerase activity; AID 588391; PDI insulin aggregation turbidity, A650, 90 min; inhibition, % at 10 µM; 350,000 compounds, 0.052% hits;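 active = mean inhibition across replicates of 30% or more, whatever share of single replicates reach that level; inconclusive = mean inhibition below 30% while every single replicate reaches 30%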;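 also: absorbance from insulin aggregation driven by PDI reduction with DTT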
Target sequence (P07237 whole entry, looked up): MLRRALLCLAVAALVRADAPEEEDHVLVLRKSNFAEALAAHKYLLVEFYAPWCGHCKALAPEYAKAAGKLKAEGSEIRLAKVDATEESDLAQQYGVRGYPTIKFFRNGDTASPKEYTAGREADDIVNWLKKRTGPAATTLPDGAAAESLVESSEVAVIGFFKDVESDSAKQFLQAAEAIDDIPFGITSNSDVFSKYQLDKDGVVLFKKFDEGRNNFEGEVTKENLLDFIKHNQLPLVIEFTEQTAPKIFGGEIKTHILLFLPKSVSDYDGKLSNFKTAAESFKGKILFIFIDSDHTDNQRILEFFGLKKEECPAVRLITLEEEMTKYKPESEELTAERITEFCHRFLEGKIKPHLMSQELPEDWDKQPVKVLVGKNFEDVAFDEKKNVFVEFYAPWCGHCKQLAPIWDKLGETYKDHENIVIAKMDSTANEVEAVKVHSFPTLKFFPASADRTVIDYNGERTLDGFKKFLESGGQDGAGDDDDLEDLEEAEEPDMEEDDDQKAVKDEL
MC4R ag barr – activates human MC4R beta-arrestin recruitment; P32245; U2OS MC4R beta-arrestin complementation, luminescence; percent of melanotan II response, DMSO zero; activation, % at 8.9 µM; 360,000 compounds, 0.98% hits; AID 540308;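 active = activation above a per-plate cutoff, the mean activation of sample wells on that plate plus 3 SD, cut at about 8% in these data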
Vif imaging – HIV Vif inhibition; inhibition, % at 7.49 µM; 340,000 compounds, 0.35% hits; AID 602346; HEK293T cells, Vif self-association by quenched fluorescence, imaging, 24 h; in the data active = inhibition above about 50%, passing the limit was not always enough; inconclusive = no clear call, values can overlap the other calls; inactive = below about 31%; also: some results filed as inactive read as strong as hits
H9c2 protect – modulators protecting cardiomyocytes from myocardial damage | H9c2 cardiomyocytes, H2O2 injury protection, ATPLite, 2 h | protection from H2O2 cell death, % at 20 µM | 360,000 compounds, 0.63% hits;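 active = compounds giving at least 50% protection of heart cells from peroxide-induced death in the single-dose screen, raw or plate-pattern-corrected value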;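 also: 0% = DMSO wells with peroxide and 100% = DMSO wells without peroxide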
aDG glyco up – increases alpha dystroglycan glycosylation; Pro5-aDG cells, alpha-DG glycosylation AlphaScreen (IIH6); 0% Pro5, 100% B10-LARGE cell signal; activation, % at 10 µM; 360,000 compounds, 0.22% hits;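 active = activation of at least 8% versus controls, or a plate z-score of at least 8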;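 also: Pro5 are CHO cells carrying HIG-tagged alpha-DG that lacks glycosylation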
N-glyco inh – blocks N-linked glycosylation in D54 reporter cells. D54 ERlucT glycosylation luciferase reporter, 24 h; percent of 100 nM tunicamycin response. reporter increase, % at 12.5 µM. 360,000 compounds, 0.23% hits. AID 588692;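 active = mean luciferase reporter signal, scaled so untreated is 0 and the glycosylation-blocking control 100, at or above a set limit in every replicate; inconclusive = mean reaches the limit but not every replicate does; inactive = mean below the limit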;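 also: luciferase carries N-glycosylation sites so blocking glycosylation raises the light; 0% = median of neutral control wells and 100% = median of 100 nM tunicamycin wells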
ABCB6 inh MLPCN – human ABCB6 transporter inhibition | Q9NP58 | K562-ABCB6 porphyrin accumulation, flow cytometry, 1 h; hits give low values | fluorescence ratio to DMSO, % at 10 µM | 360,000 compounds, 0.19% hits | AID 602162;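 active = fluorescence ratio to DMSO below 75%, the collection mean minus 3 SD; inconclusive = too few cells collected in the well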;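 also: signal is porphyrin accumulated inside mitochondria; 100% equals median channel fluorescence of DMSO control wells; lower ratio means ABCB6 inhibition with less porphyrin fluorescence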
m5-HT2A agonist – mouse HTR2A agonism via beta-arrestin recruitment | P35363 | activation, % at 7.6 µM | CHO-K1 mHTR2A beta-arrestin complementation, luminescence; percent of 30 µM serotonin response | 360,000 compounds, 0.66% hits | AID 624169;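 active = activation above a run cutoff, the mean activation of all tested compounds plus 3 SD, cut at about 14% in these data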;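 also: 0% = plate median of compound wells and 100% = 30 µM serotonin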
Target sequence (P35363 whole entry, looked up): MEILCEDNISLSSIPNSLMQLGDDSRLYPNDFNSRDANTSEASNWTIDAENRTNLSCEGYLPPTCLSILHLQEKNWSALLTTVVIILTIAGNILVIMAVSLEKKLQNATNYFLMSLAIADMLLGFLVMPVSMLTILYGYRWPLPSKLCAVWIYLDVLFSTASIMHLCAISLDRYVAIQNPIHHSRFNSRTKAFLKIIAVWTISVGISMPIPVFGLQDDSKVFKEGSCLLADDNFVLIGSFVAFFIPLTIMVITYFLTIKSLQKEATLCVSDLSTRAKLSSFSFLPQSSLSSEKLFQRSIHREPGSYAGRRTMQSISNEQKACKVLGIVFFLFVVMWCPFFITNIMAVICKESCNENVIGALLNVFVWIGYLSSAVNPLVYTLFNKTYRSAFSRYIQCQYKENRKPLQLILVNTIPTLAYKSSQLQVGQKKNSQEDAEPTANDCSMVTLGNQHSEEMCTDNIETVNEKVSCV
The depositor's hits bear a star; ? = inconclusive; nt = not tested or not shown.

SMILES	CaV13 FRET inh	MC4R antag cAMP	PDI inh	MC4R ag barr	Vif imaging	H9c2 protect	aDG glyco up	N-glyco inh	ABCB6 inh MLPCN	m5-HT2A agonist
CC1(C)CC(=O)C2=C(C1)N(c1ccc(F)cc1)C(=O)CC2c1ccsc1 (centres undefined)	-6	4	-5	0.2	4	19	2.1	0	93	-8
CCc1ccc(NC(=O)c2sc3nc(C)nc(N4CCN(c5ccccn5)CC4)c3c2C)cc1	-7	7	-41	-0.1	1	20	-0.1	1	91	3
CCOc1ccccc1NC(=O)CCNC(=O)c1ccc(Cl)cc1	-7	1	15	-1.3	3	15	0.1	2	103	-4
Brc1ccc(OCCn2ccnc2)cc1	-8	-2	-1	-1.6	-5	0	0.0	2	97	-3
CN(CC(=O)Nc1ccc(F)c(Cl)c1)S(=O)(=O)c1cccc2nsnc12	nt	0	-11	-0.6	nt	-9	0.0	nt	104	0
Cc1ccccc1NC(=O)c1ccc2c(c1)C(=O)N(CC(C)C)C2=O	-20	2	-4	-0.5	-1	2	-0.1	0	96	1
CN(Cc1ccccc1)C(=O)c1nc2ccccn2c1CNCCCOc1cccnc1	-3	10	5	-0.2	5	10	-0.1	0	101	-5
Cc1cc(-c2nnc(CCC(=O)N(C)CCc3ccccc3)o2)no1	-5	-16	-13	2.1	-1	6	0.1	1	98	3
O=C(Nc1ccc(Cl)cc1)OCCN1CCOCC1	-8	8	8	-0.2	10	-1	0.0	3	96	-4
CCOc1ccc(C(=O)c2ccc([N+](=O)[O-])cc2Cl)cc1	-4	1	2	3.4	0	-6	0.0	-2	103	7
C=CCN(CC=C)S(=O)(=O)c1ccc(NC(=S)NC(=O)c2ccco2)cc1	nt	2	11	1.2	-15	-19	-0.1	-2	95	0
CCN(C(=O)COC(=O)CC1CCCCC1)c1c(N)n(Cc2ccccc2)c(=O)[nH]c1=O	-5	8	-4	-2.0	-1	-4	-0.2	2	100	10
CCN1C(=O)C(CC(=O)Nc2ccc(OC)cc2)N(CCc2ccc(F)cc2)C1=S (centres undefined)	nt	8	2	5.4	0	-6	0.5	0	94	1
Cc1ccc(NC(=O)COc2ccccc2C=O)cc1Cl	-2	6	7	-0.9	11	-6	0.1	0	97	-1
COC(=O)c1ccc(CNC(=O)COc2ccccc2Br)o1	nt	6	-2	-0.7	1	9	0.7	2	32*	4
Clc1cc(Cl)cc(Nc2ccccc2CN(C/C=C/c2ccc3c(c2)OCO3)Cc2ccccc2)c1	-9	5	5	-1.8	1	6	0.0	0	93	-2
Cc1cccc(C)c1OCCNC(=O)C(=O)NCc1ccco1	7	-22	-8	-0.1	2	-2	0.5	?	106	2
CC1(C)Oc2c(ccc(O)c2CN2CCOCC2)C2=C1CCCC2	-6	11	20	3.3	-1	-5	0.6	-1	97	-2
Cc1c(C#N)c(O)[nH]c(=O)c1N=Nc1ccc(Br)cc1C(=O)O	-11	1	-9	-1.5	1	-3	-0.2	2	98	5
COC(=O)CN(c1ccc2c(c1)OCCO2)S(=O)(=O)c1ccccc1	-1	12	8	0.6	-3	3	-0.1	-2	90	1

As entered above.
Result for Cc1cccc(C)c1OCCNC(=O)C(=O)NCc1ccco1 under Vif imaging: 2
Result for CC1(C)Oc2c(ccc(O)c2CN2CCOCC2)C2=C1CCCC2 under N-glyco inh: -1

(continued)
SMILES	CaV13 FRET inh	MC4R antag cAMP	PDI inh	MC4R ag barr	Vif imaging	H9c2 protect	aDG glyco up	N-glyco inh	ABCB6 inh MLPCN	m5-HT2A agonist
CC(Cl)C(=O)c1c(N)n(C)c(=O)n(C)c1=O (centres undefined)	-7	1	7	0.9	20	2	0.2	0	100	3
Cc1ccccc1-n1nnnc1SCc1ncc(-c2ccccc2)o1	-6	10	1	7.5	-8	-1	0.1	0	94	-5
COC(=O)C1=C(N)OC2=C(C(=O)CC(C)(C)C2)C1c1ccoc1 (centres undefined)	-1	4	-3	-1.9	-6	-3	-0.3	3	93	-3
O=C(/C=C/c1cccc([N+](=O)[O-])c1)NCc1ccccc1	-2	-8	0	-2.7	-3	-6	0.7	-1	95	-3
COc1ccc(C(=O)Nc2ccc3c(c2)nc(CCNC(C)=O)n3C)cc1	-5	-9	7	-2.1	2	-8	4.2	-1	103	5
CCC(C)(C(=O)NC1CCCC1)N(C(=O)CNC(=O)c1ccccc1)c1c(C)n(C)n(-c2ccccc2)c1=O (centres undefined)	2	19	-1	-0.4	-1	9	0.0	0	102	6
CNC(=O)OCc1cccc(COC(=O)NC)n1	-6	7	8	-1.7	-1	-2	-0.1	-1	87	0
Cc1cc2oc(=O)cc(CN(C)Cc3ccccc3)c2cc1C(C)C	-4	1	-1	0.0	0	-6	0.1	-4	92	-4
CCOc1ccc(C=NNC(=O)c2ccc(-n3cnnn3)cc2)cc1	-3	-2	10	0.1	8	-2	0.2	-1	99	1
COc1ccc(CCN2CC(C(=O)N(C)CC(=O)Nc3ccc(Cl)c(C(F)(F)F)c3)CC2=O)cc1OC (centres undefined)	-6	2	9	-2.3	-11	-5	-0.4	-3	101	-6
COCCNC(=O)Cn1c(=O)n(CCC(=O)NCCc2ccccc2)c(=O)c2ccccc21	-2	7	-2	-4.7	-1	1	0.0	0	94	2
CC(Sc1nnc(C(F)(F)F)n1C)C(=O)Nc1ccc(S(N)(=O)=O)cc1 (centres undefined)	7	0	-7	-2.7	1	-3	0.1	0	94	-2
O=C(O)c1cc(C2CC2)nc2ccccc12	-5	13	-2	1.6	nt	5	0.2	0	102	2
CCc1cc2cc(C(=O)Nc3ccc(C)cc3)sc2s1	-5	1	-2	5.9	nt	-12	1.1	8	92	-5
COc1cccc(CN(C)C(=O)c2ccc(Cl)c(S(=O)(=O)N3CCCCCC3)c2)c1OC	-2	7	18	0.8	6	-12	0.2	-5	93	-5
COc1ccc(-c2nnc(SCC(=O)Nc3ccc(C)cc3)n2C)cc1	-11	0	-9	-0.7	-8	0	0.1	4	97	-1
CC(C)CNC(=O)C(=O)NN=C1CCCCCC1	-6	5	-4	2.4	12	4	-0.2	3	99	1
COc1cc(NC(=O)CN2C(=O)C(=O)N(C3CCCC3)C2=O)cc(OC)c1	-2	0	-31	-2.1	-1	2	-0.3	-1	101	0
COc1cc(NC(=O)COc2ccc(-n3cnnn3)cc2)cc(OC)c1OC	-4	4	0	-0.3	nt	-18	0.6	3	96	-2
Cc1ccc(C(=O)Nc2nnc(-c3ccco3)o2)cc1	-3	-5	-3	0.0	10	16	-0.2	-10	95	8
Cn1c(SCc2ccccc2)nc2ccsc2c1=O	-4	11	1	0.8	-7	-11	2.4	-6	92	-1
CCCCn1c(-c2ccoc2C)n[nH]c1=S	-4	4	1	1.1	10	-3	0.0	0	99	1
O=C(Nc1cc([N+](=O)[O-])ccc1C(=O)Nc1cccnc1)c1ccccc1	-3	5	4	-2.7	nt	5	-0.4	nt	100	-2
COc1cccc2[nH]c3ccccc3c(=O)c12	nt	3	3	0.5	0	-6	-0.1	3	99	-4
COc1ccc(C)cc1NC(=O)CNC(C)C(=O)Nc1cc(Cl)ccc1Cl (centres undefined)	-16	17	-2	1.8	-14	-11	0.7	3	104	-2
CC(=O)c1ccc(OCC(=O)Nc2c(C)nn(-c3ccccc3)c2C)cc1	-6	0	5	-1.6	8	16	-0.2	0	94	-1
O=C(Cn1c(=O)oc2ccccc21)Nc1ccc(Cl)cc1	-4	14	-3	-0.1	8	0	0.1	-1	95	-3
O=C(CN1C(=O)NC2(CCCC2)C1=O)NCc1ccc(Cl)cc1	-5	10	-3	0.6	-2	5	-0.2	1	98	19*
CCn1cc(/C=C(\NC(=O)c2ccccc2OC)C(=O)N2CCOCC2)c2ccccc21	-5	8	-5	0.3	nt	-1	0.2	0	94	-4
CCOc1ccc(N2C(=O)/C(=C\c3ccccc3OC)S(=O)(=O)C2c2cccc([N+](=O)[O-])c2)cc1 (centres undefined)	-7	-1	-4	-1.6	6	6	-0.2	3	102	0
COc1ccc(C(=O)Nc2ncc(C)s2)cc1S(=O)(=O)N1CCCC1	0	0	4	-1.9	-15	0	-0.1	-2	95	-1
Cc1c(NS(=O)(=O)c2cccc(C(=O)N3CCCC3)c2)c(=O)n(-c2ccccc2)n1C	-13	0	-9	2.3	-16	11	-0.1	-1	90	6
CC(NC(=O)CN(C)CC(=O)Nc1ccccc1Br)c1ccccc1 (centres undefined)	-6	3	-5	1.8	4	-1	-0.1	0	101	-4
O=[N+]([O-])c1ccc(/C=N/NC(=S)Nc2ccccc2F)o1	-6	1	10	-0.1	-11	2	2.1	1	105	2
COC(=O)CNS(=O)(=O)c1ccc(C)cc1	nt	7	0	-0.4	13	6	0.1	1	152	0
O=[N+]([O-])c1ccc(N2CCC(O)CC2)nc1	-3	-5	6	-0.2	5	2	0.8	1	96	0
COc1cc(OC)cc(C(=O)N[C@H](C(=O)NC2=NCCS2)C(C)C)c1	-6	-1	10	-1.9	-2	-3	-0.1	4	99	6
Cc1cccc(OCC(=O)NC(=S)NNC(=O)c2ccncc2)c1	nt	3	2	-4.1	-10	-4	0.2	4	97	4
O=C(Nc1ccc(N2CCCC2)cc1)c1ccc(Br)cc1	-3	22	4	18*	5	-4	-0.2	0	99	-8
O=C(NCc1ccc(F)cc1)c1c(O)c2cccc3c2n(c1=O)CCC3	-5	1	-4	-1.8	31	29	-0.2	0	98	0
CCc1nnc(NC(=O)c2cc(-c3cccnc3)nc3ccccc23)s1	-2	24	4	-2.0	-17	12	0.4	2	99	4
CC(=O)Nc1cc2ccccc2oc1=O	2	5	20	-0.7	?	-2	0.0	2	97	6
COCCCNC(=S)Nc1ccc(OC(F)F)cc1C	-11	10	3	-0.5	3	-1	0.1	-1	99	12
C=CCNc1nc(C)nc(OC)n1	-4	10	-1	-2.7	10	1	0.0	-1	97	1
Cc1nc2cc(NC(=O)Nc3cccc(F)c3)ccc2n1C	-2	1	-2	-0.2	12	-12	0.1	-15	96	3
CC(C)(C)NC(=O)CCCCCCCC(=O)NC(C)(C)C	0	2	-5	-3.6	-1	-3	-0.5	2	103	2
Cc1cc2ccccn2c1C(C[N+](=O)[O-])c1ccc(N(C)C)cc1 (centres undefined)	-5	7	-20	-0.8	-6	13	-0.3	-1	102	3
CCOc1ccc2c(c1)C(=O)C(=O)N2CC1COc2ccccc2O1 (centres undefined)	-3	-26	-3	-1.7	5	-7	0.0	8	100	-1
CCN(CC)C(=O)Cn1cc(C(=O)C(=O)N(CC)C2CCCCC2)c2ccccc21	-8	10	-4	-2.9	-3	0	0.6	0	100	4
CC(c1ccccc1)N1CC(C(=O)NC2CCCC2)CC1=O (centres undefined)	nt	12	-4	-1.3	3	-3	0.1	3	96	0
